Source: PubChem BioAssay
KCNQ2 inh = KCNQ2 channel blockers in CHO-K1 cells – cell-based, FluxOR thallium flux, B-score, primary screen (AID 2156); O88943; 20 min; active compounds read low; B-score at 10 µM; 310,000 tested, 1.1% active;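 active = fluorescence ratio B-score at most minus 3 library SDs, with starting brightness B-score within 2 library SDs, cut at about -5.5 in these data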
STK33 kinase inh = human STK33 kinase inhibition; purified STK33, MBP phosphorylation, ADP-Glo luminescence; Q9BYT3; 320,000 tested, 0.073% active; inhibition, % at 10 µM;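 active = inhibition at or above 25%, using the most active replicate where run in duplicate; inactive = inhibition below 25%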
Target sequence (Q9BYT3 whole entry, looked up): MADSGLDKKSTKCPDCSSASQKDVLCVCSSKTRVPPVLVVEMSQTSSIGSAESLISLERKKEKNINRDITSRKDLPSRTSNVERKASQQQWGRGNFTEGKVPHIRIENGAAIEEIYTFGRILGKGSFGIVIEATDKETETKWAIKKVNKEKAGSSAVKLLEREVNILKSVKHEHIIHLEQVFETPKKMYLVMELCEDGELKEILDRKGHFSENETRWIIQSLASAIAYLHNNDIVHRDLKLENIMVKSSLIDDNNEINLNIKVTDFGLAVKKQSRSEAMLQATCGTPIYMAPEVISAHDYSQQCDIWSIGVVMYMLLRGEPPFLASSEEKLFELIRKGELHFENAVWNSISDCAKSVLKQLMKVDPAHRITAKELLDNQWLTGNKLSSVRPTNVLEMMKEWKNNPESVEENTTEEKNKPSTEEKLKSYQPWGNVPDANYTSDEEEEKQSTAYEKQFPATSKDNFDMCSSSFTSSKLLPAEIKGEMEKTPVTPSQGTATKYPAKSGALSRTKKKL
OX1R FRET antag = antagonists of human orexin 1 receptor (OX1R); inhibition, % at 6.6 µM; OX1R-expressing cells, FRET antagonist read-out; 330,000 tested, 1.8% active; AID 485270; in the data active = inhibition mostly above about 38%, no sharp cut-off; inactive = mostly below about 40%;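 note: 0% = agonist challenge alone and 100% = reference antagonist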
Target sequence (O43613 whole entry, looked up): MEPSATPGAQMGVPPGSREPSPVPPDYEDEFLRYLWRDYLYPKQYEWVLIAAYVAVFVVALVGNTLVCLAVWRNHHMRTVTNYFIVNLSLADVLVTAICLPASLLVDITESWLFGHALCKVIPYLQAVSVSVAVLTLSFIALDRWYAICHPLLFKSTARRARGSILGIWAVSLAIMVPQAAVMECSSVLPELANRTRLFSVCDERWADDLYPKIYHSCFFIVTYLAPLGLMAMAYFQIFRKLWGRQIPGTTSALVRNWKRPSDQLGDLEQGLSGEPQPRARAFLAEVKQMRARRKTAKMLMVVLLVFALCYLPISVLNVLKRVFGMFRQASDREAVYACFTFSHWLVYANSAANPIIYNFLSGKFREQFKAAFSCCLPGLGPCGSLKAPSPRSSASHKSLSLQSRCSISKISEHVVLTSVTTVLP
* hit, by the source's call; i = inactive; . = not tested or not shown.

STK33 kinase inh	OX1R FRET antag	KCNQ2 inh	Molecule
-0.5	14	i	O=C(CN1C(=O)S/C(=C\c2ccccc2)C1=O)NCCCn1ccnc1
-0.3	3	i	Cc1c(CCC(=O)O)c(=O)oc2cc(OCc3cccc(F)c3)ccc12
0.9	9	i	O=C1C(=O)N(CCO)C(c2ccccc2)/C1=C(\O)c1ccccc1 (stereo not drawn)
-0.8	8	i	O=C(CNC(=O)c1ccco1)Nc1ccc(S(=O)(=O)N2CCCC2)cc1
-0.8	28	i	O=C(CCCN1C(=O)c2ccccc2C1=O)Nc1cccc(S(=O)(=O)NC2=NCCC2)c1
-2.4	8	i	OCCOCCn1c(C2CCCN2c2nc(-c3ccc(F)cc3)cs2)nc2cc(Cl)c(Cl)cc21 (stereo not drawn)
-2.7	4	.	O=c1cc(-c2ccccc2)nc(N2CCN(Cc3ccc4c(c3)OCO4)CC2)[nH]1
-1.6	23	i	Cc1ccccc1NS(=O)(=O)c1ccc(OCC(=O)NCc2ccccn2)cc1
0.0	11	i	NC(=O)C1CCN(CC(=O)NC(=O)NC2CCCC2)CC1
-1.7	12	i	O=C(NCc1ccncc1)c1nc(-c2ccc(C(F)(F)F)cc2)no1
-1.1	9	i	COc1ccc(Cl)cc1NS(=O)(=O)c1c(C)nc2sccn2c1=O
-1.9	26	i	CN(C)C(CNC(=O)CCc1nc2cc(Cl)ccc2n(Cc2ccccc2)c1=O)c1ccccc1 (stereo not drawn)
0.3	3	i	CC(=O)Nc1ccc(Oc2cncc(Cl)c2)nc1
-1.1	11	i	CC(=O)c1ccc(NC(=O)CSc2nc3[nH]ncc3c(=O)[nH]2)cc1
3.0	14	i	COc1cc(/C=N\NC(=O)C2COc3ccccc3O2)cc(OC)c1O (stereo not drawn)
-0.3	78*	i	O=C(c1ccccc1NS(=O)(=O)c1cccc([N+](=O)[O-])c1)N1CCCC1
-1.8	5	i	Cc1ccc(-n2ncc3c(NCCCN4CCCC4=O)ncnc32)c(C)c1
-1.9	16	i	Cn1cnnc1SCC(=O)Nc1sc2c(c1C(N)=O)CCC2
-2.8	-1	.	Cc1ccc(OCCCC(=O)Nc2ccc(S(=O)(=O)N3CCOCC3)cc2)cc1
-2.1	13	i	O=C(Oc1ccccc1N1C(=O)C2CCCCC2C1=O)c1ccccc1 (stereo not drawn)
-1.1	14	i	CC1CCCC(C)N1NC(=O)c1cccc(S(=O)(=O)N2CCc3ccccc32)c1 (stereo not drawn)
-1.6	6	i	COc1ccc(-c2nnc(SCC(=O)NCC3CCCO3)o2)cc1 (stereo not drawn)
-0.6	27	i	O=C(NCCc1ccccc1)C1CCCN(S(=O)(=O)c2cccc3nonc23)C1 (stereo not drawn)
-2.4	12	i	FC(F)(F)c1cc(-c2ccco2)nc(NCc2ccco2)n1
-1.8	5	i	COc1cccc(-c2nnc(SCCC(=O)O)n2C)c1
.	16	i	COc1ccccc1N1CCN(C(=O)c2noc(C)c2[N+](=O)[O-])CC1
-1.3	17	i	CC(=O)N1c2c(cc(Br)cc2S(=O)(=O)NCc2ccc3c(c2)OCO3)CC1C (stereo not drawn)
-0.6	24	i	Cc1ccc(S(=O)(=O)CCc2ccccn2)cc1
-0.4	9	i	CSc1n[nH]c(NC2=CC(=O)CCC2)n1
1.9	19	i	Cc1cc(C(F)F)n2ncc(C(=O)N3CCc4ccccc4C3)c2n1
-1.5	46	i	O=C(Nc1nccs1)c1ccc(Cl)cc1[N+](=O)[O-]
-0.6	5	i	O=C(NC1CC1)c1cc2c(s1)CS(=O)(=O)C2
-1.2	17	i	COc1ccc(OC)c(NC(=O)CCNC(=O)Cn2cnc3ccccc3c2=O)c1
-1.5	7	i	O=C(Nc1nnc(Cc2ccc(Cl)cc2)s1)c1ccco1
0.8	8	i	COc1ccccc1C(=O)Nc1ccc2c(C)cc(=O)oc2c1
-0.1	-1	i	COc1ccc([N+](=O)[O-])cc1NC(=O)c1cn(-c2ccc(C)c(C)c2)c(=O)c2ccccc12
-0.9	18	i	CC1(c2nnc(-c3cccc(Cl)c3)o2)CC(c2cccc(F)c2)=NO1 (stereo not drawn)
-0.1	25	i	CC1CCC(NC(=O)Cn2c(=O)oc3cc(S(=O)(=O)N4CCCC4)ccc32)CC1 (stereo not drawn)
0.6	6	i	COc1cc(C(=O)NCCC(=O)N2CCC3(CC2)NCCc2[nH]cnc23)cc(OC)c1OC
-1.5	0	i	CCOc1ccc(NC(=O)N2CCC(n3c(=O)[nH]c4ccccc43)CC2)cc1
2.7	7	i	O=C(Cc1ccc(O)cc1)N/N=C/c1cccs1
-0.9	-1	i	CC(=O)N1CCc2ccccc2C1CC(=O)O (stereo not drawn)
-1.1	18	i	COCc1nnc(NC(=O)CCSc2ccccc2)s1
-1.2	7	i	Cc1ccc(NC(=O)CCc2nc3sc4c(c3c(=O)[nH]2)CCCC4)c(Br)c1
-0.8	48	i	COc1ccc(-n2ncc3c2CC(C)(C)CC3NC(=O)c2ocnc2C)cc1 (stereo not drawn)
2.1	8	i	COCc1cc(=O)n2[nH]c(-c3cccc(Br)c3)cc2n1
-2.3	4	i	COC(=O)N/N=C(\C)c1ccc(OC(F)F)cc1OC(F)F
-0.5	19	i	C/C(=N\Nc1ccc([N+](=O)[O-])cc1)c1ccc(N)cc1
-1.2	6	i	CC(C)CNS(=O)(=O)c1ccc(S(=O)(=O)N2CCCN(Cc3ccccc3)C2)cc1
7.0	13	i	CNc1nc(SCC(=O)OC)nc(N2CCOCC2)n1

Some of the entries so far, tab-delimited.
SMILES	STK33 kinase inh	OX1R FRET antag	KCNQ2 inh
COCc1nnc(NC(=O)CCSc2ccccc2)s1	-1.1	18	i
Cc1ccc(NC(=O)CCc2nc3sc4c(c3c(=O)[nH]2)CCCC4)c(Br)c1	-1.2	7	i
COc1ccc(-n2ncc3c2CC(C)(C)CC3NC(=O)c2ocnc2C)cc1 (stereo not drawn)	-0.8	48	i
COCc1cc(=O)n2[nH]c(-c3cccc(Br)c3)cc2n1	2.1	8	i
COC(=O)N/N=C(\C)c1ccc(OC(F)F)cc1OC(F)F	-2.3	4	i

A few values from the entries so far:
CC1CCC(NC(=O)Cn2c(=O)oc3cc(S(=O)(=O)N4CCCC4)ccc32)CC1 (stereo not drawn) – OX1R FRET antag = 25
CCOc1ccc(NC(=O)N2CCC(n3c(=O)[nH]c4ccccc43)CC2)cc1 – STK33 kinase inh = -1.5
CC(=O)N1c2c(cc(Br)cc2S(=O)(=O)NCc2ccc3c(c2)OCO3)CC1C (stereo not drawn) – OX1R FRET antag = 17
COc1cc(C(=O)NCCC(=O)N2CCC3(CC2)NCCc2[nH]cnc23)cc(OC)c1OC – STK33 kinase inh = 0.6
C/C(=N\Nc1ccc([N+](=O)[O-])cc1)c1ccc(N)cc1 – STK33 kinase inh = -0.5
COCc1nnc(NC(=O)CCSc2ccccc2)s1 – OX1R FRET antag = 18

Next structures
STK33 kinase inh	OX1R FRET antag	KCNQ2 inh	Molecule
0.5	17	i	Cn1c(SCCOc2ccccc2Cl)nnc1-c1ccncc1
.	16	i	C=CCNC(=S)N1CCc2c([nH]c3ccccc23)C1C (stereo not drawn)
-0.7	4	i	COc1ccc(OCC(=O)Nc2ccc(C)cc2)cc1
0.0	12	i	O=C(CSc1nccn1-c1ccccc1)N1CCc2ccccc21
-1.1	-4	.	CCCCN1C(=O)C(=O)N(CC(=O)c2cc(C)n(C3CC3)c2C)C1=O
-3.6	9	i	Cn1nc(-c2ccccc2)cc1NC(=O)c1cccs1
1.3	5	i	CCOc1ccc(NC(=O)N2CCCC2C(=O)NCC2CCCO2)cc1 (stereo not drawn)
0.2	10	i	O=C1C2=C(CCCC2)C(=O)N1CNc1ccccc1
-2.0	4	i	O=c1[nH]c(-c2ccccc2)nc(-c2ccccc2)c1Cl
.	23	i	CN(Cc1cccc2cnccc12)C(=O)CCc1nnc(CCc2ccccc2)o1
-0.5	49	i	CC(C)c1nc2cc(C(=O)N(C)C3CCOCC3)ccc2o1
-0.9	13	i	O=C(Cc1ccsc1)NNC(=O)c1cccc(Cl)c1
-0.6	5	i	Cc1ccc2c(c1)C(=O)CC(c1ccc3c(c1)OCCO3)O2 (stereo not drawn)
-0.3	31	i	CCOC(=O)c1c(/N=C/c2cccc([N+](=O)[O-])c2O)sc(C)c1C
4.9	13	i	CCCCOc1ccc(CN2CCCCC2)cc1
-7.2	4	i	CN(C)CCn1c(COc2ccccc2)nc2ccccc21
2.4	30	i	CN(C)C(=O)COc1ccc2cc(-c3ccccc3)c(=O)oc2c1
-0.4	37	i	N#C/C(=C/c1cn(CC(=O)O)c2ccccc12)C(=O)Nc1ccccc1
-2.3	10	i	OCCOCCOc1ccc(-c2nn[nH]n2)cc1
8.1	2	i	COc1cc(/C=C2/C(=O)NN(c3ccccc3)C2=O)cc(Br)c1O
-0.8	10	i	CCC(OC(=O)c1cc2sccc2n1C)C(=O)NCc1ccco1 (stereo not drawn)
-2.5	16	i	COc1ccccc1N1CCN(C2CC(=O)N(c3cccc(Cl)c3)C2=O)CC1 (stereo not drawn)
-0.2	21	i	O=C1CCc2cc(S(=O)(=O)NCCc3ccccc3)cc3c2N1CC3
-0.3	21	i	O=C(OCCN1C(=O)c2ccccc2C1=O)c1cc(S(=O)(=O)N2CCOCC2)ccc1F
0.5	26	i	Cc1cccc(N2C(=O)CC(NNc3nc4ccccc4s3)C2=O)c1 (stereo not drawn)
-0.4	4	i	CCOC(=O)N1CCN(C(=S)NC2CCCCC2)CC1
-0.5	58	i	CCCCOP(=O)(OCCCC)C1(NS(=O)(=O)c2ccccc2)C=CC(=O)c2ccccc21 (stereo not drawn)
-0.4	0	i	O=C(CN(C(=O)c1csnn1)c1ccccc1F)NCc1ccc2c(c1)OCO2
-0.3	12	i	COc1ccc(N(CCCN2C(=O)c3cccc4cccc(c34)C2=O)C(=O)c2cccnc2)cc1
-0.8	6	.	CCOc1ccc(OCC)c(NC(=O)CN2CCN(c3cccc(C)c3C)CC2)c1
-0.7	5	i	Cc1nnc(SCCn2c(N3CCCC(C)C3)nc3c2c(=O)[nH]c(=O)n3C)s1 (stereo not drawn)
0.0	2	i	CC1CCN(c2nc3c(c(=O)n(C)c(=O)n3C)n2CCSc2ncccn2)CC1
-0.1	17	i	COc1cc(CNC(=O)CCCC/C=C\C(C)C)ccc1O
-4.2	0	i	CC1=CC(=O)C(C(C)C)=C/C1=C(\c1cc(C(C)C)c(OP(=O)(O)O)cc1C)c1ccccc1C(=O)O
-0.8	2	i	Cc1csc(NC(=O)CN2C(=O)c3ccccc3C2=O)c1C(N)=O
-1.1	7	i	O=C(Nc1nccs1)c1ccc2ccccc2c1
-1.0	24	i	Cc1cc(NC(=O)c2nn(C)c(C)c2Br)no1
-1.0	27	i	CN(C)S(=O)(=O)c1c(Cl)cccc1Cl
0.0	9	i	COC(=O)CCCCCN1C(=O)NC(c2ccc(-c3ccccc3)cc2)C(C(=O)OCc2ccccc2)=C1C (stereo not drawn)
-0.6	9	i	Cc1ccc(-c2c(C(=O)N/N=C/c3sccc3C)nnn2-c2nonc2N)cc1
13	29	i	Cc1cc(N2CCN(S(=O)(=O)c3ccc(Br)cc3)CC2)n2ncnc2n1
0.0	15	i	CCOC(=O)n1c(=O)n(Cc2ccc(F)cc2)c2ccccc21
-2.4	12	i	Cc1ccc(-n2c(=O)[nH]c3c(C(N)=O)nc(-c4ccc(C)o4)nc32)cc1
0.4	8	.	COc1ccc(-c2noc(Cn3cc(S(=O)(=O)N4CCCC4)ccc3=O)n2)cc1
-1.1	15	i	COCCNc1nnc(SCC(=O)NNC(=O)c2ccccc2)s1
3.0	24	i	O=C(NC1CCCCC1)c1cnn2c(C(F)(F)F)cc(-c3ccco3)nc12
-0.5	8	i	COc1ccc(C2CCCN2C(=S)Nc2cccc(C)c2)cc1OC (stereo not drawn)
-0.2	15	i	CC(C)C(=O)Nc1c(-c2cccc(Cl)c2)c(=O)c2ccccc2n1C
-1.6	3	i	NS(=O)(=O)c1ccc(NC(=O)c2ccc3c(c2)CCCC3)cc1
-0.2	16	i	COCCn1c(=O)[nH]c2cc(C(=O)N3CCN(c4ccccc4)CC3)ccc2c1=O

Brought forward from above: 2 compounds, then new ones.
STK33 kinase inh	OX1R FRET antag	KCNQ2 inh	Molecule
-1.6	3	i	NS(=O)(=O)c1ccc(NC(=O)c2ccc3c(c2)CCCC3)cc1
-0.2	16	i	COCCn1c(=O)[nH]c2cc(C(=O)N3CCN(c4ccccc4)CC3)ccc2c1=O
0.2	-4	i	Cc1cc(NC(=O)Nc2ccc(Cl)cc2)n(C)n1
-1.7	16	i	COc1ccc(-c2nn(-c3ccccc3)cc2CNC(=O)c2cccc([N+](=O)[O-])c2)cc1
-1.3	31	i	CS(=O)(=O)N(CC(=O)NCCSCc1ccco1)c1ccc2c(c1)OCO2
-0.5	7	i	CC(=O)Nc1ccc(S(=O)(=O)N2CCc3cc4c(cc3C2C)OCCCO4)cc1 (stereo not drawn)
-1.4	4	i	COc1ccc(N2CCN(C(=O)c3ccc(C)c(NC(=O)c4ccco4)c3)CC2)cc1
-0.1	3	i	COc1cccc(CNC(=O)c2nnn(-c3ccc(OC(F)(F)F)cc3)c2N)c1
0.1	26	i	COC(=O)C(C(=O)NCC1CCCO1)C1CCCCCC1 (stereo not drawn)
-0.2	0	i	CC(C)(C)c1cc(NC(=O)CCSc2nnc3ccccn23)cc(C(C)(C)C)c1

Rows were taken by chance (roughly 2.7% active in at least one column).
